Vif-A3F inh – blocks the Vif interaction with APOBEC3F; HeLa A3F-eYFP + Vif (tagged APOBEC3F with the HIV-1 protein that degrades it), YFP fluorescence increase; 0.2% of 390,000 active; Potency, µM (doses to about 46.1 µM), without a hit: at the highest dose activity, negative = active; also: potency is read from the fitted curve at half-maximal effect; % of control where 0% means no effect; nearly all actives have a fitted effect of over 65% in size
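HeLa cells stably expressing A3F-eYFP plus Vif, plated and incubated overnight at 37 deg C, then exposed to compounds overnight at 37 deg C. Blocked degradation read as raised yellow fluorescence (Ex 488/Em 500-530).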
Vif-APOBEC3G blk – blocks the Vif interaction with human APOBEC3G | HeLa A3G-eYFP + Vif (tagged APOBEC3G with the HIV-1 protein that degrades it), YFP fluorescence, overnight | Potency, µM (series often up to 46.1 µM), without a hit: top-dose activity, negative = active, most hits filed as inhibitors | Q9HC16 | 0.076% of 410,000 active | AID 602310;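 also: potency is read from the fitted curve at half-maximal effect; % is scaled to controls: 0 for no effect and ±100 for the full control effect; nearly all actives have a fitted effect of over 60% in size; hits raise eYFP signal because A3G escapes Vif-driven loss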
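Read-out is eYFP fluorescence (Ex 488/Em 500-530) from Vif-expressing HeLa A3G-eYFP cells; more signal means A3G escaped Vif-mediated degradation. Cells plated overnight, compound pinned in, incubated overnight at 37 deg C.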
GRP78 ERSR act – ER stress response induction in glioma | U87-MG GRP78 promoter luciferase reporter, 16 h | Potency, µM, for the others: top-dose activation, hits mostly activators | 0.02% of 420,000 active | AID 602332; also: potency is read from the fitted curve at half-maximal effect; series mostly up to about 76 µM; % of control where 0% means no effect; nearly all actives have a fitted effect of over 35% in size
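Stably transfected U87-MG glioma cells carrying a GRP78-based luciferase sensor; 16 h compound incubation. Luminescence end-point read 10 min after Bright-Glo addition at room temperature.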
ERG-DNA inh – ERG Ets/DNA interaction inhibition; fluorescence polarization, His-ERG Ets domain / labelled DNA; Potency, µM (highest dose often 76.9 µM), for the others: at the top dose FP activity, negative = inhibition, most hits filed as inhibitors; 0.028% of 370,000 active; AID 624246; active = well fitted inhibition curve with a large enough effect in the polarisation, with a control signal flat; inconclusive = small, poorly fitted or top-dose-only effect, or effect the other way, or a change in a side signal; inactive = no such curve, though single readings can be large or run the other way; the % refers to the polarisation;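 also: polarization taken with two DNA probes labelled with fluorescein and Texas red; potency is read from the fitted curve at half-maximal effect; % of control where 0% means no effect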
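His-tagged ERG Ets domain (1 uM in the protein solution; 300mM KCl, 50mM Tris-HCl, 1mM EDTA, 1mM DTT, pH 7.5) received compound, then a probe mix of 5 nM fluorescein-DNA and 100nM Texas-615-DNA. Fluorescence polarization was read for both dyes.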
D2 ag – D2 dopamine receptor (human) agonism | P14416 | HEK293 T-REx D2 cells, calcium flux agonist mode | activation, % at 2 µM | 0.53% of 340,000 active | AID 485358;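 active = activation over 3 SD above normal in the single-dose calcium agonist read, cut at about 30% in these data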; also: 0% is about no effect
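Tetracycline-induced HEK293 T-REx cells with force-coupled D2 receptor, plated overnight at 30 C, loaded with no-wash calcium dye. After a 10 s baseline, compound was pin-added and calcium flux read kinetically for 180 s; calcium rises flagged agonists.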
12-LOX inh – blocks human arachidonate 12S-lipoxygenase; P18054; purified 12hLO, xylenol orange hydroperoxide absorbance; Potency, µM (titrated, usually from 108 µM), for the others: at the top dose activity change, negative = inhibition, usual class: inhibitors; 1.1% of 580,000 active; also: potency is read from the fitted curve at half-maximal effect; % is scaled to controls: 0 for no effect and ±100 for the full control effect
Target sequence (P18054 whole entry, looked up): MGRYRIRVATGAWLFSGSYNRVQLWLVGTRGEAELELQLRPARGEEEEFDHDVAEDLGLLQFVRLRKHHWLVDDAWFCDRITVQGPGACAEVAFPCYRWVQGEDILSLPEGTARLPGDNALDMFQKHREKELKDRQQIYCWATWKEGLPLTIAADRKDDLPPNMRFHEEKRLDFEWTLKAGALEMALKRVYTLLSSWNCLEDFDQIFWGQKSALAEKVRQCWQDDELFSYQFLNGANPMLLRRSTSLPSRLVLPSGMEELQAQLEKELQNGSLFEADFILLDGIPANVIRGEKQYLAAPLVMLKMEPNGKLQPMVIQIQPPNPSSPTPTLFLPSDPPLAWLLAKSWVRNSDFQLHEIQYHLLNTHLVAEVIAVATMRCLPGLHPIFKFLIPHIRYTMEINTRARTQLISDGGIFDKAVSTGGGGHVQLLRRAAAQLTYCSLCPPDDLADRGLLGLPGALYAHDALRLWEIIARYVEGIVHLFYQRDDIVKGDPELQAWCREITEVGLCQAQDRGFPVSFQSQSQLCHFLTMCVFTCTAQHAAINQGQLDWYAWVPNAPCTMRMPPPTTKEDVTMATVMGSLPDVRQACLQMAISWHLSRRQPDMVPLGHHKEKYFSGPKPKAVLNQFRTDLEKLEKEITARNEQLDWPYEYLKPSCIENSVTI
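Purified human 12hLO at 150 nM in 25 mM Hepes, 0.01% Triton X-100, pH 7.0, preincubated 15 min at room temperature with compound. Reaction started with 40 uM arachidonic acid, 30 min at room temperature. Hydroperoxide measured by Fe-xylenol orange, 573/405 nm absorbance ratio.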
LDHA inh – LDHA (human) enzyme inhibition; purified LDHA, NADH/diaphorase-resazurin fluorescence; active compounds read low; activity change, % (values are at about 110 or 230 µM); 0.15% of 480,000 active; in the data active = activity change below about -30%; inconclusive = mostly about -25% to -30%;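 also: plate controls were DMSO wells for no effect and wells without enzyme for full effect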
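LDH5 2 nM; NADH 0.06 mM, pyruvate 0.2 mM; 200 mM Tris pH 7.4, EDTA, Tween-20; 5 min RT. Detection: diaphorase 0.133 mg/mL + resazurin 37 µM, fluorescence ex540/em590 at 0 and 20 min; normalized to enzyme-free and DMSO wells.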
RGS4 inhibitor – human RGS4 inhibition; P49798; Transcreener GDP fluorescence polarization, RGS4-accelerated GTP hydrolysis; Potency, µM (doses to about 114 µM), for the others: top-dose activity change, negative = inhibition, most hits filed as inhibitors; 0.039% of 390,000 active; AID 504845; also: potency is read from the fitted curve at half-maximal effect; % is scaled to controls: 0 for no effect and ±100 for the full control effect; nearly all actives have a fitted effect of over 75% in size; some results filed as inactive show a strong effect at the top dose
Target sequence (P49798 whole entry, looked up): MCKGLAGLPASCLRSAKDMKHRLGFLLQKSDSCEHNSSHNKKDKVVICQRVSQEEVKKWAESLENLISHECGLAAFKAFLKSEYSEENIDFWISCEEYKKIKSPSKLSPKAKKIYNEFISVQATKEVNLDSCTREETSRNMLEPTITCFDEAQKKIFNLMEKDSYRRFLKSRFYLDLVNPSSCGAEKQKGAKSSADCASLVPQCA
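MLSMR compounds (23 nl, pin-transferred) preincubated 10 min at room temperature with a 500nM (2x) first reagent, then RGS4 at 900nM (2x) plus Transcreener GDP mix added; fluorescence polarization (620/688 nm) read before and after 90 min at 30 °C.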
D2 antagonist – D2 dopamine receptor (human) antagonism. P14416. HEK293 TREx D2 cells, calcium flux, dopamine EC80. inhibition, % at 10 µM. 2% of 340,000 active; in the data active = inhibition above about 30%; also: 0% is about no effect
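Antagonism is scored as inhibition of an EC80 dopamine-evoked calcium signal in a force-coupled, tetracycline-inducible HEK293 T-REx D2 line, with compound present 180 s before agonist.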
Numbers without * were called inactive; ? = inconclusive; / = not tested or not shown; & = joins results of further samples; [ ] = another dose, or the depositor's remark. Unless noted, calls follow the shape of the dose curve; as a rule, active = well fitted curve in the direction sought with a large enough effect; inconclusive = small, poorly fitted or top-dose-only effect, or another doubt; inactive = no such curve, though single readings can be large; an effect the other way counts as inactive or inconclusive. Only part of the results is shown (hit frequency here may not be typical).

SMILES	Vif-A3F inh	Vif-APOBEC3G blk	GRP78 ERSR act	ERG-DNA inh	D2 ag	12-LOX inh	LDHA inh	RGS4 inhibitor	D2 antagonist
CCc1c(Nc2ccccc2Cl)nc(N)[nH]c1=O	10%	-1%	-2%	-12%	/	-5%	-4	14%	/
CC(C)c1c(C(=O)N/N=C/c2ccc(C(F)(F)F)cc2)nnn1-c1nonc1N	-18%	-14%	14%	13%	-0.3	8%	1	-35%[56.9 µM]	-4
CCOc1ccc(-c2nc3c(s2)CCc2onc(-c4ccc(OC)cc4)c2-3)cc1	0%	6%	1%	9%	/	-8%	-1	-6%	/
NC(=O)c1ccsc1NC(=O)C1CCCCC1	2%	-10%	-2%	-10%	-0.9	?	-2	-18%	-20
COc1ccc(OC)c(CN(CCN2CCOCC2)S(=O)(=O)c2ccc(NC(C)=O)cc2)c1	3%	-1%	0%	-11%	-1.7	5%	-3	0%[56.9 µM]	-7
Clc1ccccc1-c1ncnc2ccc(Br)cc12	1%	-16%	-4%	0%	-1.1	-5%	1	-28%	4
CCCCC(=O)NNC(=S)NCc1ccccc1	13%	9%	-4%	1%	0.5	10%	0	-17%	-26
COc1ccccc1NC(=O)c1ccc(Br)o1	0%	1%	-2%	7%	1.0	0%[57.4 µM]	2	-41%	19
O=c1c2ccccc2ncn1CCc1ccncc1	14%	-1%	-2%	2%	/	-14%	-7	-11%	/
Cc1ccc(-n2ncc(C(=O)N3CCN(Cc4ccccc4)CC3)c2C2CCN(C(=O)OC(C)(C)C)CC2)cc1	1%	2%	-3%	-11%	0.4	-6%	-3	-5%	/
O=C(O)/C=C/C(=O)Nc1ccccc1C(=O)OCC(=O)c1ccc2c(c1)OCCO2	2%	0%	2%	2%	5.6	-5%	2	2%	-5
CCOC(=O)[C@@H]1[C@H]2COc3ccccc3[C@H]2N2C(=O)N(c3ccc(Cl)cc3)C(=O)[C@@]12C	6%	-3%	-3%	1%	0.0	/	-4	13%	-6
COc1ccc(-c2nc(N)n(S(=O)(=O)c3ccc(C)cc3)n2)cc1	0%	-4%	5%	1%	-0.5	?	-1	-6%	-22
O=C(Cc1cccs1)Nc1cccc(C(=O)Nc2ccc(C(=O)O)cc2)c1	9%	3%	-3%	0%	0.2	2%	-8	-24%	-11
CC(C)CNC(=S)NNC(=O)c1ccco1	-8%	-4%	-2%	2%	-0.1	-5%	4	-32%	/
O=C(CCC1N=C2c3ccccc3N=C(SCc3ccc(Cl)cc3)N2C1=O)NCc1ccco1 (stereo not given)	-8%	1%	1%	3%	0.5	-8%	-3	-33%	-9
O=C1CN(C(=O)COC(=O)CCCOc2ccccc2)c2ccccc2N1	-3%	1%	-5%	-3%	-0.3	0%	-5	21%	-10
COC(=O)C1=C(C)N(CCCC(=O)O)C(=O)NC1c1ccc(-c2ccccc2)cc1 (stereo not given)	2%	3%	-4%	-5%	/	-16%	-2	-10%	/
O=C(NC1CCC(O)CC1)c1ccc2c(c1)S(=O)(=O)N=C1CCCCCN12 (stereo not given)	8%	2%	2%	-1%	/	-2%	-4	-33%	-4
COc1ccc(CC(=O)NNC(=O)COc2ccc(C)cc2)cc1S(=O)(=O)N1CCOCC1	2%	1%	-2%	-1%	-0.3	18%	-1	-8%	4

Some of these compounds in order of heavy-atom count, low to high:
SMILES	Vif-A3F inh	Vif-APOBEC3G blk	GRP78 ERSR act	ERG-DNA inh	D2 ag	12-LOX inh	LDHA inh	RGS4 inhibitor	D2 antagonist
O=C(Cc1cccs1)Nc1cccc(C(=O)Nc2ccc(C(=O)O)cc2)c1	9%	3%	-3%	0%	0.2	2%	-8	-24%	-11
CC(C)c1c(C(=O)N/N=C/c2ccc(C(F)(F)F)cc2)nnn1-c1nonc1N	-18%	-14%	14%	13%	-0.3	8%	1	-35%[56.9 µM]	-4
COc1ccc(CC(=O)NNC(=O)COc2ccc(C)cc2)cc1S(=O)(=O)N1CCOCC1	2%	1%	-2%	-1%	-0.3	18%	-1	-8%	4

(list continues)
molecule | Vif-A3F inh | Vif-APOBEC3G blk | GRP78 ERSR act | ERG-DNA inh | D2 ag | 12-LOX inh | LDHA inh | RGS4 inhibitor | D2 antagonist
CCOc1ccc(NC(=O)NC2CC(=O)N(c3ccc(OC)cc3)C2)cc1 (stereo not given) | 6% | -5% | 1% | 1% | -0.4 | -1% | -1 | 7% | -8
O=C(CSc1nccn(-c2ccc(F)c(Cl)c2)c1=O)NC1CCCC1 | -10% | -1% | 0% | 17% | -0.1 | -14% | -3 | -40% | -7
Nc1ncnc2c1ncn2[C@@H]1O[C@H](CNC(=O)[C@H](N)Cc2cscn2)[C@@H](O)[C@H]1O | -5% | 0% | 0% | 10% | / | 24% | -5 | 11% | /
COc1ccc(CNC(=O)Cn2cnc3c(NCc4ccccc4)ncnc32)cc1 | -6% | -24% | -3% | 2% | / | ? | -11 | -13% | /
CC(O)CNCCCOc1cccc(Oc2ccccc2)c1 (stereo not given) | 8% | 0% | -4% | 7% | -0.4 | ? | -17 | 22% | -3
CC(=O)Nc1ccc(OCC(O)CN2CCN(c3ccccc3Cl)CC2)cc1 (stereo not given) | -3% | 0% | -5% | 1% | 72* | -4% | -8 | -14% | 76*
COC(=O)c1cc(NC(=O)COC(=O)C2COc3ccccc3O2)cc(C(=O)OC)c1 (stereo not given) | -3% | -1% | -1% | 14% | / | 4% | -2 | -4% | /
COc1ccccc1N1C(=O)c2ccccc2NC1C(OC)OC (stereo not given) | -5% | 2% | 0% | -6% | 0.4 | 0% | -7 | 16% | 10
COc1ccc2cc(C(=O)N3CCOCC3)sc(=O)c2c1OC | 7% | 0% | 0% | -10% | 0.5 | -20% | -3 | 16% | -1
COC(=O)c1ccc(C(=O)NC2CCCN(Cc3ccc(Cl)cc3)C2)nc1 (stereo not given) | 1% | -10% | -5% | -5% | -0.4 | 0% | -10 | -5% | -7
COc1ccc(C(=O)COc2ccccc2C(N)=O)cc1 | 9% | 0% | 0% | -4% | 0.8 | 1% | -8 | 9% | -8
CCOc1ccc(NC(=O)CSc2oc(-c3cccs3)nc2S(=O)(=O)c2ccc(C)cc2)cc1 | -3% | 2% | 3% | 2% | -0.5 | ? | 4 | -18% | /
CC(C)CCNc1nc2c(S(=O)(=O)c3ccc(Br)cc3)nnn2c2ccsc12 | -2% | 9% | -4% | 0% | -0.5 | -17% | 2 | -7% | /
COc1ccccc1/C=C/C=N/n1c(-c2ccccc2)n[nH]c1=S | 0% | -4% | -2% | 0% | -0.1 | ? | -5 | -28% | -10
O=C(CSc1nc2c(c(=O)[nH]1)CCC2)Nc1ccc(F)cc1 | 1% | -1% | -4% | -4% | 0.9 | -15% | -6 | -7% | -14
O=C(Nc1ccc(F)c(Cl)c1)N1CCC2(CC1)Oc1ccccc1C(=O)N2Cc1ccccc1F | / | / | / | -4% | 0.6 | -1% | -6 | 4% | /
CC(C)c1ccc(NC(=O)N2CCCC2C(=O)Nc2ccc(-n3cnnn3)cc2)cc1 (stereo not given) | 4% | -7% | 0% | -3% | 0.2 | -6% | -1 | 23% | 2
NC(=O)c1ccccc1NC(=O)N1CCOCC1 | 1% | 0% | -5% | 0% | 0.7 | 0% | -1 | -34% | 14
CCC(NC(=O)CCc1c(C)c2cc3c(C)c(C)oc3cc2oc1=O)C(=O)N[C@@H](Cc1ccccc1)C(=O)O (stereo not given in full) | 3% | 1% | 2% | 12% | -0.6 | 4% | 7 | -22% | 21
COc1ccc(NC(=O)c2cc(-c3cc(C)cc(C)c3O)n[nH]2)cc1Cl | -2% | -7% | -3% | 8% | -0.2 | 0% | 0 | 0% | -1
CCCC(=O)Nc1cc(=O)[nH]c2ncnn12 | -1% | 1% | -1% | 5% | -0.3 | -18% | -7 | -12% | 5
COC(=O)C1=CN(Cc2cccs2)C=C(C(=O)OC)C1c1cccc(Cl)c1 | -7% | -8% | -3% | 2% | -0.8 | 17% | -5 | 2% | 3
Cc1ccc(Cn2ccn(Cc3ccccc3C)c(=O)c2=O)cc1 | 4% | 2% | -1% | 0% | 1.3 | -9% | 2 | 20% | /
COc1ccc(C(=O)Nc2ccc(/C(C)=N/NC(=O)c3ccccc3O)cc2)cc1OC | -8% | 1% | 1% | -1% | -0.1 | -12% | -1 | 4% | -21
COc1cc(C(CC(=O)N2CCN(c3ccccc3)CC2)c2c(OC)cc(OC)c3ccc(=O)oc23)cc(OC)c1OC (stereo not given) | 6% | -3%&0% | -3%&0% | 4% | -0.6 | -1% | -6 | 4%&20% | 5
CCOC(=O)C1CCCN(C(=O)Cc2ccc(OC)c(OC)c2)C1 (stereo not given) | / | -1% | -1% | 0% | -0.6 | 0% | 6 | 24% | -3

A few values from the list:
COc1ccc(CC(=O)NNC(=O)COc2ccc(C)cc2)cc1S(=O)(=O)N1CCOCC1 in ERG-DNA inh shows -1%
CCOC(=O)[C@@H]1[C@H]2COc3ccccc3[C@H]2N2C(=O)N(c3ccc(Cl)cc3)C(=O)[C@@]12C in D2 ag shows 0.0

Bioassay records (PubChem BioAssay)
